Source: PubChem
Siah-1 displacement: Siah-1 peptide-binding antagonists, primary screen, biochemical, fluorescence polarization, rhodamine-plectin, uHTS (AID 1817) | Siah-1 / rhodamine-plectin peptide fluorescence polarization; higher % means a stronger effect | displacement, % at 20 µM; hits with a dose series show IC50 in µM | 290,000 tested, 0.02% active;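 active = displacement of at least 50% at 20 µM, with a fluorescence ratio check between 0.3 and a set limit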;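 also: plate controls were Siah plus tracer with DMSO for no effect and tracer alone without Siah for full effect; strong numbers were not always called active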
GPR55 antagonists: GPR55 antagonists blocking LPI-driven arrestin recruitment, primary screen, imaging, U2OS, beta-arrestin-GFP, LPI agonist (AID 2013). U2OS GPR55 beta-arrestin-GFP translocation imaging, LPI antagonism; higher % means a stronger effect. one-dose inhibition, % at 10 µM; IC50 in µM for titrated hits. 290,000 tested, 0.13% active;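 active = spots per cell inhibited over 60%, with over 100 cells counted and total cytoplasm intensity under 500,000; inconclusive = wells with under 100 cells, flagged as likely toxic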;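 also: U2OS cells stably carrying GPR55 and arrestin-GFP stimulated by 5 µM LPI near EC80; imaged beta-arrestin-GFP aggregate spots per cell after agonist stimulation; plate controls were LPI-stimulated DMSO wells for no effect and DMSO wells without LPI for full effect; some results filed as inactive read as strong as hits; confirmed hits need IC50 under 10 µM and bright autofluorescent wells are also inconclusive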
NTR1 agonist: agonists of NTR1, primary screen, imaging, U2OS cells, beta-arrestin-GFP, high content (AID 493036); P30989; NTR1-U2OS beta-arrestin-GFP spot imaging, agonist mode; activation, % at 20 µM; 330,000 tested, 0.17% active;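 active = activation at or above 40% of the spot to cytoplasm intensity ratio, with at least 20 cells analyzed; inconclusive = wells under 20 cells, flagged as cytotoxic or low count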;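 also: 0% = DMSO without peptide and 100% = 100 nM NTR1 peptide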
Target sequence (P30989 whole entry, looked up): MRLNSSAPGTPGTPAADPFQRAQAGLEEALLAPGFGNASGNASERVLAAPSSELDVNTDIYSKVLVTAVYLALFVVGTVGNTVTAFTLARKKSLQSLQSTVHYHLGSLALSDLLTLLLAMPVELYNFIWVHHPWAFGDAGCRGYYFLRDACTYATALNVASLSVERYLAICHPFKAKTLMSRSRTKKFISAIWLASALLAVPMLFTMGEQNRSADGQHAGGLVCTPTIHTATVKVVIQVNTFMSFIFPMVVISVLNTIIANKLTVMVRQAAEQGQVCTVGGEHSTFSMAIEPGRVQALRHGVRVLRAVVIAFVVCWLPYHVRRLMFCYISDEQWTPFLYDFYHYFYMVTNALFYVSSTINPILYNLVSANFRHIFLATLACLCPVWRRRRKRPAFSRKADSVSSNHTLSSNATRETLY
GPR55 beta-arrestin: GPR55 agonists via beta-arrestin recruitment, primary screen, imaging, U2OS cells, beta-arrestin-GFP redistribution (AID 1961); U2OS GPR55 beta-arrestin-GFP redistribution imaging; higher % means a stronger effect; activation, % at 10 µM; hits with a dose series show EC50 in µM; 290,000 tested, 0.048% active;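 active = activation above 40% with more than 50 cells counted in the well; inconclusive = wells holding fewer than 50 cells, flagged as toxic or sparse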;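 also: U2OS osteosarcoma cells stably expressing GPR55 and beta-arrestin-GFP; plate controls were DMSO negative control for no effect and LPI positive control for full effect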
K1F lysis inhibition: protection from phage-mediated lysis, alamar blue read-out – E. coli UTI89, K1F phage, bacterial capsule biogenesis inhibitors (AID 488966); E. coli UTI89 K1F phage lysis, alamar blue, 2 h; higher % means a stronger effect; 340,000 tested, 0.02% active; one-dose inhibition, % at 100 µM; IC50 in µM for titrated hits;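 active = phage lysis inhibition, versus mean bacterial control, above a set limit; inconclusive = no clear call, values can overlap the other calls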;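 also: capsule biogenesis inhibitors block K1F phage lysis so surviving cells raise fluorescence; higher fluorescence means more inhibition of phage lysis; actives were called in the ten point dose series up to 300 µM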
Dengue-2 NS5 capping: flavivirus cap methylation enzyme inhibition – biochemical, confirmation dose response, primary screen (AID 588689) | Dengue-2 NS5 methyltransferase capping enzyme assay, biochemical; higher % means a stronger effect | one-dose inhibition, % at 25 µM; IC50 in µM for titrated hits | 340,000 tested, 0.3% active; in the data active = a potency from the dose series; inconclusive = inhibition above about 29% without an active follow-up result
AID2073: inhibitors of Mint1-CaV2.2 protein interaction, biochemical, HTRF (AID 2073) | HTRF protein-protein interaction, Mint1-CaV2.2; higher % means a stronger effect | inhibition, % at 20 µM; hits with a dose series show IC50 in µM | 290,000 tested, 0.19% active; in the data active = inhibition mostly above about 51%, no sharp cut-off; inconclusive = no clear call, values can overlap the other calls; inactive = mostly below about 53%; also: some results filed as inactive read as strong as hits
HIV fusion peptide: inhibitors of HIV fusion peptide binding, primary screen, biochemical, uHTS, fluorescence dequenching (AID 1986). cell-free peptide binding, fluorescence dequenching, 30 min; higher % means a stronger effect. inhibition, % at 20 µM; hits with a dose series show IC50 in µM. 290,000 tested, 0.3% active; in the data active = inhibition mostly above about 52%, no sharp cut-off; inactive = mostly below about 76%; also: some results filed as inactive read as strong as hits
GPR35 antagonists: GPR35 antagonists blocking zaprinast-driven arrestin recruitment, primary screen, imaging, U2OS, beta-arrestin-GFP, zaprinast agonist (AID 2058) | inhibition, % at 10 µM; hits with a dose series show IC50 in µM | U2OS GPR35 beta-arrestin-GFP translocation imaging, zaprinast antagonism; higher % means a stronger effect | 290,000 tested, 0.052% active;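 active = inhibition of at least 50% with at least 30 cells and total cytoplasm GFP at most 10,000,000; inconclusive = under 30 cells or total GFP of 10,000,000 plus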
NTR1 agonist cell count 20 µM: second read-out of NTR1 agonist, no call of its own (marks repeat the call); cell count; measured here: cell count, cytotoxicity flag
Dengue-2 NS5 capping pilot replicate: further read-out of Dengue-2 NS5 capping, marked with its call; inhibition, %; measured here: pilot screen replicate inhibition
Numbers without * were called inactive; ? = inconclusive; nt = no result given.

SMILES	Siah-1 displacement	GPR55 antagonists	NTR1 agonist	NTR1 agonist cell count 20 µM	GPR55 beta-arrestin	K1F lysis inhibition	Dengue-2 NS5 capping	AID2073	HIV fusion peptide	GPR35 antagonists	others
Oc1ccc(-c2[nH]ncc2-c2nc3ccccc3s2)c(O)c1	14%	3%	-1.3	73	-0.5%	0.2%	9%	22%	-0.7%	-8%
COc1cc(-c2nnc(SCC(=O)NC3CCCC3)n2C)cc(OC)c1O	16%	2%	2.7	41	0.1%	0.1%	-3%	11%	0.2%	14%
COc1ccc(C)cc1NC(=O)CN(C)C1CCCCC1	14%	3%	2.1	51	-0.2%	0.2%	-11%	3%	-1.0%	0%
CCn1ccnc1C(O)c1ccccc1OC (stereo unspecified)	0%	-4%	-0.4	47	0.1%	0.1%	-4%	4%	1.7%	0%
CCCCCNC(=O)c1ccc2c(=O)n(CC3CCCO3)c(=O)[nH]c2c1 (stereo unspecified)	0%	-6%	-0.8	98	-0.1%	1.7%	4%	0%	1.0%	16%
COCC(C)NC(=O)c1cc2cccc([N+](=O)[O-])c2[nH]1 (stereo unspecified)	4%	10%	1.3	52	-0.2%	0.4%	-9%	38%	-0.8%	0%
NNc1nc2c(-c3ccc(Cl)cc3)nnn2c2ccccc12	3%	4%	8.2	58	1.4%	0.2%	-11%	43%	75%	5%
Cc1cc(C)n2nc(CC(=O)NNC(=O)c3ccccc3Cl)nc2n1	3%	4%	1.8	64	-0.2%	0.2%	1%	6%	0.9%	-10%
CN(C)CCC#CC(O)(c1ccccc1)c1ccccc1	-2%	8%	-1.4	69	0.2%	4.6%	-7%	-3%	1.3%	6%
COc1ccc(-c2cn(Cc3ccc(C)cc3)nn2)cc1	-8%	8%	-2.5	103	0.0%	0.1%	-1%	7%	-2.1%	14%
O=C1/C(=C/c2ccccn2)SC(=S)N1CCc1ccccc1	10%	5%	-0.9	46	-0.1%	0.3%	-5%	?	1.1%	-14%
CCOc1cc(S(=O)(=O)NCc2ccncc2)ccc1Cl	2%	2%	0.7	52	-0.2%	nt	nt	4%	0.3%	6%
CCOc1ccc(S(=O)(=O)N(CC(=O)NC2CCCC2)c2ccc(F)cc2)cc1	-1%	-1%	1.2	57	0.2%	0.1%	-7%	0%	3.5%	7%
COc1ccc(-c2cc(C(=O)N3CCc4ccccc4C3)no2)cc1	0%	-1%	1.1	59	-0.3%	0.2%	8%	14%	2.3%	-2%
Cc1ccc(C(=O)Nc2cc(=O)n(C)c(=O)n2C)o1	0%	0%	-3.1	91	0.9%	0.1%	-5%	-3%	0.2%	-1%	Dengue-2 NS5 capping pilot replicate=-0.4
O=C(NC(=S)Nc1cccnc1)c1cc2ccccc2o1	4%	9%	-1.1	69	0.3%	-7.4%	2%	-10%	4.3%	-3%
Cc1ccccc1CC1(CO)CCCN(C(=O)CCN2CCCO2)C1 (stereo unspecified)	10%	1%	0.9	71	-0.3%	0.0%	-13%	4%	-0.3%	6%
CCc1nc(C)cn1S(=O)(=O)c1ccc([N+](=O)[O-])cc1	12%	0%	1.1	55	0.3%	-0.8%	-2%	-4%	-0.2%	19%
Cn1c(CCNC(=O)c2ccccc2)nc2cc(NC(=O)C3CCCCC3)ccc21	0%	4%	0.2	62	-0.1%	0.9%	-1%	-5%	-0.5%	-2%
COc1ccc(COc2cc(-c3cccc(OC)c3)nc3ccc(NC(=O)c4cccnc4)cc23)cc1	-2%	-6%	6.1	79	0.3%	1.2%	-1%	32%	0.0%	-7%
CCOC(=O)C1=C(CN2CCN(C(=O)c3ccco3)CC2)NC(=O)NC1c1ccc(OC)cc1 (stereo unspecified)	-2%	4%	1.3	54	0.6%	-0.2%	-1%	4%	0.2%	-11%
O=C(COC(=O)c1cc2ccccc2oc1=O)Nc1ccc(F)cc1F	1%	6%	-0.3	62	-0.2%	0.1%	-6%	7%	-1.9%	7%
O=C(NCCC1=CCCCC1)C1CCC(=O)N(Cc2ccc(Cl)cc2)C1 (stereo unspecified)	-2%	-11%	-0.5	74	0.0%	1.4%	-7%	7%	0.9%	-4%
CSc1ccc(S(=O)(=O)N2CCC(C(=O)NCc3cccnc3)CC2)cc1	-3%	3%	2.0	59	0.0%	-0.1%	5%	-19%	0.0%	-9%
COc1ccc(Nc2nc(Nc3ccc(OC)cc3)nc(SC3=NCCS3)n2)cc1	1%	1%	0.2	62	0.0%	-1.1%	8%	3%	2.4%	12%
Cc1cccc(N(CC(=O)N2CCCCCC2)S(C)(=O)=O)c1	-2%	-10%	3.0	54	0.0%	-2.3%	0%	-5%	-1.2%	-3%
O=C(c1ccccc1Cl)N1N=C(c2ccc(Br)cc2)CC1c1nc2ccccc2[nH]1 (stereo unspecified)	-4%	11%	1.6	81	0.0%	-0.2%	0%	11%	2.2%	-16%
CN(CCc1cnn(C)c1)Cc1cn(C)nc1-c1ccccc1F	2%	13%	-0.7	54	0.3%	0.2%	1%	6%	-0.1%	0%
COc1cccc(CNC(=S)Nc2cc(C)cc(C)c2)c1	2%	3%	0.0	47	0.2%	0.3%	-2%	-5%	0.8%	13%
O=C(CSc1nc2ccccc2s1)c1ccc(O)cc1O	-7%	3%	9.5	87	0.0%	0.3%	1%	-5%	-0.5%	11%
O=C(Nc1ccccc1-c1nnn(CC(=O)N2CCOCC2)n1)c1ccccc1F	-4%	-4%	2.6	63	0.2%	0.1%	4%	-9%	-1.0%	10%
COc1ccc(C(=O)Nc2ccc(C(=O)OCC(=O)c3cccc4ccccc34)cc2)cc1	-4%	-1%	0.8	52	0.4%	2.4%	1%	21%	-0.7%	-3%
CCOC(=O)CCc1c(C)nc2c(c(C)nn2-c2ccc(C)cc2)c1C	-3%	1%	7.1	82	-0.3%	-0.1%	-7%	15%	-1.9%	20%
Cc1sc2nc(SCC(=O)N3CCOCC3)[nH]c(=O)c2c1C	-7%	1%	-2.6	97	-0.1%	0.2%	-6%	9%	-2.3%	4%
Cc1ccc(NS(=O)(=O)c2ccc(-c3csc(C)n3)s2)c(C)c1	3%	-4%	0.9	43	-0.1%	-0.9%	-2%	-6%	1.2%	20%
CCN(CC)C(=O)CSc1nnc2nnc3cc(C)ccc3n12	1%	-1%	-1.3	51	0.0%	-1.4%	?	20%	37%	4%
C/C(=N/NC(=O)c1cc(-c2ccc(Cl)s2)[nH]n1)c1ccco1	-4%	-1%	1.4	60	0.3%	nt	nt	6%	-1.4%	18%
CC(C)OC(=O)NCN1C(=O)C2C3C=CC(C3)C2C1=O (stereo unspecified)	2%	10%	-0.9	36	0.0%	0.4%	-3%	-10%	0.2%	-5%
Nc1nc(CN2CCN(Cc3ccccc3)CC2)nc(Nc2ccc3c(c2)OCCO3)n1	1%	-7%	3.4	75	0.6%	-0.3%	-6%	-2%	-0.1%	8%
Cc1cccn2c(=O)c3cc(C(=O)NC4CCS(=O)(=O)C4)sc3nc12 (stereo unspecified)	3%	2%	-1.5	87	-0.1%	-0.9%	-1%	5%	-2.0%	-8%
COC(=O)c1cc(NS(=O)(=O)c2cccc(Cl)c2)ccc1N1CCOCC1	2%	4%	0.9	50	-0.2%	0.2%	-9%	7%	-1.7%	14%
CC(O)C(NS(=O)(=O)c1ccc(Cl)cc1)C(=O)OCc1nnc(-c2ccccc2)o1 (stereo unspecified)	-4%	4%	-0.6	28	-0.1%	1.2%	2%	11%	-1.2%	6%
CCOc1cnc(-c2ccccc2F)o1	5%	13%	-0.5	35	0.3%	-1.7%	-3%	11%	0.6%	0%
C/C=C/c1ccc(OCC(O)CN(C)Cc2ccc(SC)cc2)c(OC)c1 (stereo unspecified)	2%	-5%	1.9	96	-0.1%	0.0%	1%	4%	0.0%	13%
Cc1ccc(/C=N/N2CCN(Cc3ccccc3)CC2)cc1	-2%	6%	-0.6	102	-0.3%	0.1%	-8%	-2%	0.2%	-17%
O=C(CN1C(=O)CCSc2ccccc21)Nc1ccc2c(c1)OCCO2	3%	20%	-0.8	45	0.2%	0.3%	3%	-2%	0.8%	-4%
O=C(CN1C(=O)c2cccc3cccc(c23)C1=O)N1CCCCC1	6%	7%	3.7	53	-0.2%	1.6%	1%	-28%	1.2%	-5%
Cc1ccc(OC(C)C(=O)O)cc1C (stereo unspecified)	4%	7%	-2.8	56	0.1%	-1.7%	3%	10%	2.5%	-20%
COc1cc(/C=N/Nc2ccc(S(N)(=O)=O)cc2[N+](=O)[O-])cc(OC)c1O	11%	-2%	3.4	60	-0.1%	-0.3%	13%	-31%	-5.5%	1%
CCCC(C)(C)NC(=O)CCCCC(=O)NC(C)(C)CCC	-6%	-9%	0.0	93	0.4%	1.5%	-1%	3%	1.3%	12%
O=C(NC1CCCCC1)C1CCN(S(=O)(=O)c2cccc3cccnc23)CC1	-2%	12%	2.5	58	0.2%	-0.1%	0%	0%	-0.8%	-7%
